COUP-TFII inh – blocks human COUP-TFII nuclear receptor. actives 0.7% (n = 370,000). inhibition, % at 8.6 µM. P24468. AID 686940. HEK293T NGFI-A luciferase reporter, luminescence;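 active means inhibition above a per-plate cutoff, mean inhibition of test wells between control levels plus 3 SD, cut at about 38% in these data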;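 further: cells cotransfected with COUP-TFII expression vector driving the NGFI-A reporter; 0% = median of COUP-TF2 test wells and 100% = reporter-only cells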
Target sequence (P24468 whole entry, looked up): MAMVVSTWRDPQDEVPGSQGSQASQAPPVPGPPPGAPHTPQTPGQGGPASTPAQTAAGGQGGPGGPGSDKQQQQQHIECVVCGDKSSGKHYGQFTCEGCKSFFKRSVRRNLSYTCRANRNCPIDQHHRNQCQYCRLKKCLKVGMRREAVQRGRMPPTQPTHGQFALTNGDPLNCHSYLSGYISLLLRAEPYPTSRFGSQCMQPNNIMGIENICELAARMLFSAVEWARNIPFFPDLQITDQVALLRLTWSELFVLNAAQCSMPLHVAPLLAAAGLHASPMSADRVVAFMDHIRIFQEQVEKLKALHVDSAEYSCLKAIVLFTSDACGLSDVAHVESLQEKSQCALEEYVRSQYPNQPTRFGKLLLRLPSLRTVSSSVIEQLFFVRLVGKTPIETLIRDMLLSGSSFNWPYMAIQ
CF NFkB inh – blocks PAF-induced NF-kB reporter in cystic fibrosis cells; actives 0.86% (n = 360,000); inhibition, % at 5 µM; KKLEB NF-kB-GFP reporter, GFP fluorescence overnight; AID 588850;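 active means at least 50% inhibition at 5 µM, scaled per plate between neutral and stimulator controls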;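 further: PAF is a Pseudomonas aeruginosa culture filtrate used as stimulus; plate controls were PAF-stimulated DMSO wells for no effect and unstimulated DMSO wells for full effect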
SRC3 inh – human NCOA3 inhibition | Q9Y6Q9 | HEK293 GAL4-SRC3 luciferase reporter, luminescence | inhibition, % at 3.6 µM | actives 0.17% (n = 360,000) | AID 588352;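 active means inhibition above a per-campaign cutoff, the mean of all compounds plus 3 SD, cut at about 60% in these data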;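 further: 0% = DMSO-treated cells and 100% = gossypol-treated cells at 36 µM; higher means less SRC3-driven luciferase light from the GAL4 reporter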
Shn3 3UTR inh – inhibitors of Schnurri-3 3'UTR reporter in osteoblasts; Clone20 osteoblast Shn3 3'UTR firefly luciferase, 24 h; inhibition, % at 12.5 µM; actives 0.52% (n = 360,000); AID 588674;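 active means mean inhibition of at least 75% with every replicate also reaching 75%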;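 further: 0% = median of neutral control wells and 100% = pilot-screen positive control compound; some compounds past the cut are filed as inactive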
NCOA1 inh – human NCOA1 inhibition. Q15788. inhibition, % at 3.6 µM. actives 0.12% (n = 360,000). HEK293 GAL4-SRC1 luciferase reporter, luminescence;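 active means inhibition above the campaign mean plus 3 SD, with each screening campaign given its own cutoff, cut at about 60% in these data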;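 further: 0% = DMSO treated cells and 100% = gossypol at 36 µM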
TRAIL sens C8 – caspase-8 TRAIL sensitization | NB7+C8 cells + TRAIL, ATPlite viability luminescence | inhibition (viability loss, TRAIL sensitization), % at 10 µM | actives 1% (n = 360,000) | AID 624354;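 active means compounds causing at least 50% loss of cell viability in the single-dose screen, relative to plate controls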
LMP1 NFkB inh – reduces LMP1-driven NF-kappaB luciferase signal | LMP1-induced NF-kappaB luciferase reporter cells, luminescence | inhibition, % at 12.5 µM | actives 0.69% (n = 350,000); in the data active means inhibition above about 41%;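 further: 0% = neutral control wells and 100% = reference inhibitor control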
TROY signal inh – inhibitors of TROY-dependent NF-kB signaling; Q293 LMP1-TROYcd NF-kB luciferase reporter, 4 h; inhibition, % at 10 µM; actives 0.98% (n = 360,000);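 active means compounds whose plate-normalised and pattern-corrected inhibition of the luciferase reporter signal at the single screening dose is 50% or more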
TWEAK Fn14 block – blocks TWEAK-Fn14 interaction in a reporter cell assay. inhibition, % at 10 µM. TWEAK-stimulated Fn14 reporter cells, luciferase luminescence, 8 h. actives 2% (n = 360,000); in the data active means inhibition above about 50%
KKLEB tox – counter-screen for CF NF-kB inhibitors: cytotoxicity; AID 602141; KKLEB CF airway cells viability, ATPlite luminescence, overnight; hits give low values; cells stimulated with P. aeruginosa culture filtrate; actives 0.36% (n = 360,000); activity change (cytotoxicity), % at 5 µM;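 active means corrected activity change at or below -50% at 5 µM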
LRH-1 inv ag – suppresses constitutive activity of human LRH-1; inhibition, % at 3.6 µM; HEK293T StAR-luciferase reporter, LRH-1 transfected, 24 h; actives 0.13% (n = 360,000); O00482;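 active means inhibition above the mean inhibition of all tested compounds plus 3 SD, cut at about 73% in these data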;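 further: 0% = DMSO wells and 100% = reporter-only cells lacking LRH-1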
Target sequence (O00482 whole entry, looked up): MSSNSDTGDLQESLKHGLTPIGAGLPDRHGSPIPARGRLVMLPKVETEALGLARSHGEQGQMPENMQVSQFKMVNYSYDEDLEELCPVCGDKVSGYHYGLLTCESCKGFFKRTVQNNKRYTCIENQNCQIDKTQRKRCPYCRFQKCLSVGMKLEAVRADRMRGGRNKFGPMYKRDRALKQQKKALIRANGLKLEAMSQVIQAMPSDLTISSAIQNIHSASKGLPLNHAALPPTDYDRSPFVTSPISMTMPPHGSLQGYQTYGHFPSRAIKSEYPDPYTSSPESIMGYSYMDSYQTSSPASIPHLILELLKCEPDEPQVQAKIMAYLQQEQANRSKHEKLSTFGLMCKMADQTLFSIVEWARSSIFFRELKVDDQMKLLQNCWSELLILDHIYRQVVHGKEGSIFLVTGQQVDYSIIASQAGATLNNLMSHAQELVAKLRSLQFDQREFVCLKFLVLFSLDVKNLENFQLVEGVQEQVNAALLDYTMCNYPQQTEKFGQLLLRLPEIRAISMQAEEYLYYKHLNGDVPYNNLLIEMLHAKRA
The depositor's hits bear a star; . = not tested or not shown.

nr	SMILES	COUP-TFII inh	CF NFkB inh	SRC3 inh	Shn3 3UTR inh	NCOA1 inh	TRAIL sens C8	LMP1 NFkB inh	TROY signal inh	TWEAK Fn14 block	KKLEB tox	LRH-1 inv ag
1	C/C(=N\NC(=O)c1nnn(-c2nonc2N)c1CN1CCCCCC1)c1ccc(Br)cc1	-2	15	7	8	10	4	9	2	-8	-3	-2
2	CC(C)CN1CCC(CN2CCNC(=O)C2=O)CC1	6	-10	-25	-6	6	-7	9	10	-8	-2	-16
3	Cc1cc(/C=C2\SC(=Nc3ccccc3)NC2=O)c(C)n1-c1ccc(S(N)(=O)=O)cc1	-7	6	-9	24	5	3	-2	-18	-4	-6	4
4	COc1ccc(-c2c3c(nc4sc5c(Cl)nc(C)nc5c24)CCC3)cc1	.	-6	-15	0	7	11	6	13	-13	2	-8
5	NC(=O)c1ncn([C@@H]2O[C@H](CNCc3c(OCc4ccccc4F)ccc4ccccc34)[C@@H](O)[C@H]2O)n1	5	8	5	-20	-12	-6	0	0	7	-9	2
6	O=S(=O)(c1cccc(-c2n[nH]c(=S)n2C2CCCC2)c1)N1CCOCC1	5	15	10	12	6	-9	-3	3	-2	-13	8
7	Cc1ccc2cccc(SCC(=O)NCC#N)c2n1	-1	2	17	10	-21	16	3	-6	2	1	3
8	C=CCC1(N(C(C)=O)c2ccccc2)CCCCC1	-1	-1	9	9	11	-5	0	2	-14	14	14
9	Cc1ccc2nc(-c3ccc(NC(=O)CCS(=O)(=O)c4ccccc4)cc3)sc2c1	-37	-1	-47	70	-81	88*	22	-12	17	-34	-163
10	Cc1nnc(NC(=O)CSc2nnc(-c3ccoc3C)n2CC(C)C)s1	-5	4	12	-7	1	6	1	15	-2	-7	-3
11	Brc1cccc(OCCN2CCOCC2)c1	-15	-10	-14	-10	7	-4	5	-7	11	-2	-13
12	C=CCN1C(=O)C(O)(CC(=O)c2ccccn2)c2ccccc21 (stereo not drawn)	14	-4	10	5	-9	-5	-7	-2	-1	8	-5
13	CC1CCC(NC(=O)C2c3ccccc3C(=O)N2CCCN2CCOCC2)CC1 (stereo not drawn)	1	-12	8	-6	17	9	-10	-5	-26	-9	-12
14	C/C(=N\NC(=O)c1cc(C)oc1C)c1ccc(N2CCOCC2)cc1	7	-8	-28	-17	-19	-2	-6	-17	-14	-7	-51
15	CCN(CC)S(=O)(=O)c1cc(NC(=O)COC(=O)Cn2cnc3ccccc32)ccc1C	-1	-8	9	-10	4	3	-4	-11	13	8	-7
16	O=C(Oc1ccccc1)n1c(=S)oc2ccccc21	13	2	14	1	-10	0	1	3	-5	8	6
17	CC1CCCCC1N=C1NC(C)(C)CS1 (stereo not drawn)	16	-2	4	15	-5	1	-19	15	3	14	-11
18	CC(C)(C)OC(=O)C[C@H]1C/C=C\C[C@@H](CC(=O)N[C@H](CO)Cc2ccccc2)C(=O)NCCOC1=O	3	-2	12	0	0	-3	-5	-9	-2	8	-23
19	CC(=O)NCc1nc2ccccc2n1Cc1ccccc1F	14	-5	1	-13	3	8	-1	-14	-5	4	1
20	O=C(N/N=C/c1ccc(OCc2ccccc2)cc1)c1cc[n+](Cc2ccccc2)cc1	-20	-21	-36	-31	-36	-3	-16	-75	0	16	2
21	O=C(CSc1nc2ccccc2[nH]1)c1ccc2c(c1)OCO2	-28	16	-65	-4	-29	11	-33	-35	-20	1	-46
22	CCOc1ccccc1NC(=O)C(C)SCc1ccccc1 (stereo not drawn)	8	12	15	28	-4	5	-6	20	3	-10	1
23	CN(C)C(=O)C#Cc1ccccc1	-8	-3	3	3	13	-6	-9	-21	-6	-7	8
24	C[C@H](NS(=O)(=O)c1ccc(Cl)cc1)C(=O)OCC(=O)N1CCOCC1	9	18	-1	-4	-2	7	-4	-10	8	1	5
25	Cc1[nH]nc(-c2cccnc2)c1N=NN(C)C	9	5	2	-5	1	27	11	33	22	-16	36
26	COc1ncccc1-c1cc2nc(NCCCN(C)C)n(C)c(=O)c2s1	-7	-45	-9	-25	3	6	.	-28	-28	10	0
27	CC(C)CN1C(=O)c2ccc(C(=O)NCc3ccc4c(c3)OCO4)cc2C1=O	-4	-9	0	6	-7	5	5	13	5	5	8
28	CC(C)Nc1nnc(SCc2cc(=O)n3ccsc3n2)s1	8	4	-7	15	-7	-7	9	-7	6	-5	8
29	O=S(=O)(NCc1cccnc1)c1ccc(Cl)c(Cl)c1	10	-3	6	-2	9	-15	5	12	-3	-7	9
30	COc1ccc(S(=O)(=O)NC(=O)C2(C)CCN2C(=O)COc2ccc(Cl)cc2)cc1OC (stereo not drawn)	-16	-12	-18	-118	-9	-3	.	5	5	-5	2
31	NC(=O)CSc1nnc(NC(=O)C23CC4CC(CC(C4)C2)C3)s1	.	-2	-35	-30	-39	-12	-12	-4	0	5	-22
32	Cc1ccc(NC(=O)C2Cc3ccccc3CN2C(=O)c2ccco2)cc1S(=O)(=O)N(C)C (stereo not drawn)	30	-12	-26	-44	-5	5	-3	72*	9	3	-15
33	CC(Sc1nc(NCc2ccccc2)nc(N2CCOCC2)n1)C(=O)Nc1ccccc1 (stereo not drawn)	13	16	15	25	0	2	-2	-6	-1	11	-2
34	O=C(NC1CCCCCCC1)NC1CCCCC1	-32	-7	-70	-35	-71	-5	-24	-45	-24	3	-94
35	C=CCNC(=O)C1CCC(=O)N1S(=O)(=O)c1ccc(C)cc1 (stereo not drawn)	-1	4	-8	10	5	-1	-1	13	23	-6	4
36	CCCCn1nnnc1C(c1ccccc1)N1CCN(c2ccc(C)cc2)CC1 (stereo not drawn)	-5	.	.	.	.	0	.	5	-8	.	-14
37	C/C(=N/NC(=O)c1ccc(-c2ccccc2)cc1)c1cccc(O)c1	22	5	-2	9	-2	1	9	-30	8	-7	12
38	CC(c1nnnn1C1CCCCC1)N(Cc1ccccc1)Cc1cccnc1 (stereo not drawn)	11	-4	8	16	11	4	-6	-13	-1	-5	-6
39	COc1cccc(CCNC(=O)CC2C(=O)NCCN2Cc2ccc(C)o2)c1 (stereo not drawn)	-19	-2	0	-14	-6	-3	-2	-34	2	4	-13
40	CC(NC(=O)Nc1ccc(Cl)cc1)C1CCCO1 (stereo not drawn)	-29	6	-15	-14	-98	10	-7	-44	-3	-4	-54
41	O=C(O)c1cc(-c2ccc(/C=N/NC(=S)Nc3ccccc3)o2)ccc1Cl	-4	-2	-3	-7	-5	31	-3	-18	-7	4	-12
42	Cc1ccc(C)c(N2CCN(S(=O)(=O)c3ccc4c(c3)CC(C)N4C(=O)C3CC3)CC2)c1 (stereo not drawn)	5	12	3	24	-1	12	2	22	6	0	17
43	O=C1c2ccccc2S(=O)(=O)c2cc(C(=O)N3CCN(c4ncccn4)CC3)ccc21	-21	-7	16	-10	5	-5	0	9	-43	-3	2
44	O=C(CCNS(=O)(=O)c1ccccc1)NNC(=O)COc1ccccc1F	10	-3	-1	-5	13	-2	1	7	-2	-8	0
45	O=c1c2cnn(-c3ccccc3)c2nnn1Cc1ccccn1	5	2	11	-8	-10	5	0	-8	7	6	-3
46	CCc1ccc(OCC(=O)N/N=C(\C)c2ccccc2OC(F)F)cc1	1	2	12	11	3	-9	7	0	21	-7	-6
47	CCCCNC(=O)C(=O)c1ccccc1NC(C)=O	-6	12	-3	28	-20	2	6	0	11	-7	3
48	O=C(CNCc1ccccc1)Nc1ccc(Oc2ccccc2)cc1	-10	0	14	-12	-4	3	1	-9	-14	-5	10
49	Fc1cc(F)cc(NC(=S)NCCCN2CCOCC2)c1	12	3	17	15	7	1	3	4	4	12	10
50	O=C(COC(=O)/C=C/c1ccco1)NCc1ccco1	1	-6	15	-31	-4	3	3	3	16	1	-4
51	Cc1noc(C)c1C(=O)NCCCN1CCCC1=O	-8	5	10	4	20	-1	0	1	-1	6	3
52	O=C(CN1C(=O)CSc2ccccc21)N1CCc2ccccc21	-2	-5	0	-3	8	-3	-27	-11	6	1	15
53	N#Cc1c(C(F)(F)F)cc(-c2cccs2)nc1SC(C(=O)O)c1ccccc1 (stereo not drawn)	-13	-5	-9	-2	2	-6	1	15	4	7	12
54	Cc1[nH]n(-c2ccccc2)c(=O)c1C(c1cccc([N+](=O)[O-])c1O)c1c(C)[nH]n(-c2ccccc2)c1=O	-16	9	7	-26	16	-5	8	22	0	15	-3
55	COc1cc(/C=N/NC(=S)N/N=C/c2cc(OC)c(OC)c(OC)c2)cc(OC)c1OC	-35	6	-25	-28	-4	16	-1	-8	-28	7	6
56	CCOC(=O)CN1C(=O)NC2NC(=O)NC21 (stereo not drawn)	-14	-3	-20	-5	0	4	5	.	-8	3	-16
57	COc1ccc(C(=O)N2CCN(S(=O)(=O)c3ccc(Br)cc3)CC2)cc1	-15	19	7	-5	-9	-4	-3	5	-4	-8	20
58	COc1cc(OC)cc(C(=O)N2CCCC(Nc3ccc(F)cc3)C2)c1 (stereo not drawn)	-6	14	8	6	11	-13	12	-2	2	3	12
59	COc1ccc([N+](=O)[O-])cc1NC(=O)c1ccc(N2C(=O)CCC2=O)cc1	-7	-16	-2	-8	-59	1	-2	7	-9	3	-5
60	N#Cc1ccc(NC(=O)CSc2nc3[nH]c(=O)cc(O)c3s2)cc1	16	20	10	12	-21	-11	0	-8	4	-9	-19

(further entries)
nr	SMILES	COUP-TFII inh	CF NFkB inh	SRC3 inh	Shn3 3UTR inh	NCOA1 inh	TRAIL sens C8	LMP1 NFkB inh	TROY signal inh	TWEAK Fn14 block	KKLEB tox	LRH-1 inv ag
61	CC1CCC(NC(=O)C2COc3ccccc3O2)CC1 (stereo not drawn)	2	17	-28	-37	-30	3	-10	-52	-41	-14	-31
62	Cc1cccc(C)c1NC(=O)CNC(=O)c1c(C)nn(C)c1Cl	7	2	23	3	3	-14	5	-2	13	-8	13
63	COc1ccc(CN([C@H](C)CO)S(=O)(=O)N(Cc2ccccc2)[C@H](CO)C(C)C)cc1	-12	-14	7	-9	-7	1	-8	-8	1	8	4
64	O=C(CSc1nnc(SCc2ccc(Cl)cc2)s1)N/N=C/c1ccccc1C(=O)O	7	3	-8	-10	-18	6	-13	-76	4	-5	-9
65	CCCC1=C([O-])C2N=CC=CC2=[N+](c2ccccn2)C1=O (stereo not drawn)	6	1	15	2	-5	-6	0	2	-14	4	-8
66	O=C(c1ccc(COc2ccccc2[N+](=O)[O-])o1)N1CCCCC1	-9	0	-36	2	-14	-6	-7	6	-15	-2	-37
67	CCCCC1(C)OC(=O)C(=Cc2ccc(-c3ccc(Cl)c(C(=O)O)c3)o2)C(=O)O1 (stereo not drawn)	-8	5	4	-2	-9	-2	-8	-9	-1	1	4
68	COc1ccc(S(=O)(=O)N2CCCCCC2)cc1C(=O)Nc1ccc(C)cn1	15	12	3	-1	-6	1	-1	-1	11	-25	20
69	Cc1cccc2cc(CN(CCN(C)C)C(=S)Nc3ccccc3)c(=O)[nH]c12	3	-19	10	6	-5	8	-4	-9	-19	6	11
70	COc1cccc(-c2csc(N3CCN(C(=O)NC45CC6CC(CC(C6)C4)C5)CC3)n2)c1	5	12	-7	13	-7	-8	9	-6	-6	-13	-1

Bioassay records: PubChem BioAssay, several laboratories

This is a subset (hit frequency here may not be typical).
